High-throughput results (PubChem BioAssay)
G6PDH counter: L. mesenteroides G6PDH inhibition counter-screen | Purified L. mesenteroides G6PDH, diaphorase/resazurin coupled fluorescence, 45 min | inhibition, % at 5 µM | hit rate 0.12% among 200,000; in the data active = inhibition above about 50%
PMI act: increases human mannose-6-phosphate isomerase activity | hit rate 0.005% among 190,000 | AID 1214 | purified human PMI, coupled resazurin fluorescence, 20 min; stronger effect = higher value; 1 = vehicle control, 0 substrate-free wells | activation factor at 20 µM | P34949;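 active = activation factor of 2 or more at 20 µM, relative to plate controls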
Diaphorase inh: diaphorase inhibition or chemical oxidation counter-screen; hit rate 0.69% among 190,000; diaphorase resazurin-to-resorufin fluorescence, NADH, 16 min; bacterial (C. kluyveri) enzyme, not human; inhibition, % at 20 µM;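 active = primary screen inhibition at 20 µM above a set limit, cut at about 50% in these data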;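 also: plate controls were DMSO with full reaction for no effect and wells lacking NADH for full effect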
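material = Clostridium kluyveri diaphorase enzyme | amount = 0.14 U/mL diaphorase, enzyme working solution | schedule = incubation 16 min, room temperature | detection = fluorescence of resorufin formed from resazurin, Ex 544/Em 590 nm | benchmarks = positive control minus NADH, DMSO neutral control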
TNAP act hi DEA: increases human TNAP activity under high phosphate acceptor concentration | P05186 | purified TNAP, CDP-star luminescence, 1 M DEA, 30 min; stronger effect = higher value; 0 = EDTA background, 1 = DMSO-only activity | activation factor at 20 µM | 200,000 tested, under 10 active | AID 1136;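 active = activation factor at least 2 at 20 µM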
Target sequence (P05186 whole entry, looked up): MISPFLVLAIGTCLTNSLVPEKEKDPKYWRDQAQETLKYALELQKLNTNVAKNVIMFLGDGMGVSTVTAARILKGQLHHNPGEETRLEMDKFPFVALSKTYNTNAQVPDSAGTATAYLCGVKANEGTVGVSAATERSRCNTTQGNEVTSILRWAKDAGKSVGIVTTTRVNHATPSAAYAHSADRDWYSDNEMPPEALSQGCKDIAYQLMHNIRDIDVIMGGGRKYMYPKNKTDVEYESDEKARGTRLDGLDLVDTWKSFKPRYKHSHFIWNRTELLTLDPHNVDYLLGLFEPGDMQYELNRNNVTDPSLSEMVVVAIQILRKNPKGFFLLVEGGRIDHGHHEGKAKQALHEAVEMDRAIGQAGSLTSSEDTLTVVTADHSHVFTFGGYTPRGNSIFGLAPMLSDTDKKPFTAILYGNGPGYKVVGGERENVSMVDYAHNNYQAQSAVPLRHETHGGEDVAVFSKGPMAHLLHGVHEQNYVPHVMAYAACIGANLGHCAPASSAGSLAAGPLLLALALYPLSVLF
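Dosing: 20 µM single point. System: human TNAP. Amount: TNAP 1/800 final. Incubation: 30 min, room temperature. Read-out: TNAP activation factor scaled between EDTA and DMSO control wells. Signal: luminescence from CDP-star hydrolysis. Medium: 1 M DEA, pH 9.8, Mg2+, Zn2+. Control set: EDTA negative control, DMSO positive control.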
TNAP inh noacc: TNAP (human) inhibition, acceptor-free conditions; inhibition, % at 20 µM; hit rate 0.26% among 200,000; AID 1012; purified TNAP, CDP-star luminescence, 30 min; P05186;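 active = tissue-nonspecific alkaline phosphatase inhibition above about 50% at 20 µM in the single-dose screen, limit read from the data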;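 also: 0% = DMSO negative control and 100% = EDTA positive control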
TNAP inh hiacc: inhibitors of human TNAP at high phosphate acceptor concentration; hit rate 0.03% among 200,000; P05186; inhibition, % at 20 µM; purified TNAP, CDP-star luminescence, 1 M DEA;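 active = over 50% inhibition of tissue-nonspecific alkaline phosphatase at 20 µM in the single-dose screen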;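 also: plate controls were DMSO wells for no effect and EDTA-quenched wells as full inhibition for full effect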
Efa HMGR inh: inhibitors of class II HMG-CoA reductase from Enterococcus faecalis; purified E. faecalis HMGR, NADPH absorbance 340 nm kinetic; inhibition, % at 10 µM; hit rate 0.41% among 190,000; AID 1066;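 active = inhibition above a set limit, the median over all tested compounds plus 3 SD, cut at about 9.5% in these data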;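 also: enzyme runs in reverse so mevalonate oxidation gives rising NADPH absorbance; 0% = complete reaction with DMSO and 100% = background rate lacking mevalonate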
Diaphorase act: activates diaphorase or chemically reduces, flagging diaphorase assay artifacts. Diaphorase/resazurin coupled assay, resorufin fluorescence, 16 min; stronger effect = higher value; 1 = vehicle wells, 0 = NADH-free wells. activation factor at 20 µM. hit rate 0.005% among 190,000;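 active = diaphorase activity raised at least twofold by the compound at 20 µM; inactive = activation factor below 2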
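Test system: Clostridium kluyveri diaphorase, purified enzyme. Buffer or medium: 50 mM HEPES pH 7.4 buffer plus MgCl2 and Tween 20. Also added: 0.114 mM NADH and 0.1 mM resazurin, final amounts. Dosing: compound 20 µM once, DMSO 1%. Schedule: 16 min enzyme reaction, ambient temperature. Detection: fluorescence of resorufin, 544 nm excitation, 590 nm emission.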
PMI act satM6P: activators of human phosphomannose isomerase at near-saturating mannose 6-phosphate; P34949; activation factor at 20 µM; AID 1216; hit rate 0.34% among 190,000; coupled PMI enzyme assay, resazurin fluorescence, 20 min; stronger effect = higher value; 1 = untreated enzyme, 0 = substrate-free blank;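 active = activation factor of 2 or more at 20 µM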
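Test system: human phosphomannose isomerase with PGI, G6PDH, diaphorase coupling enzymes; Amount: PMI at 15 ng/mL final; Reagent: Mannose-6-phosphate 1.0 mM (near-saturating) plus 0.22 mM NADP+; Timing: 20 min, room temperature; Technique: resorufin fluorescence at Ex 544/Em 590 nm; Dosing: 20 µM single dose.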
FLuc stim CS: affects firefly luciferase, flagging false hits in luciferase stimulation screens; ATPlite luciferase biochemical, luminescence, 10 min; 0 = ATP-free wells, 1 = DMSO control; activation factor at 10 µM; 200,000 tested, under 10 active; AID 1027;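 active = luciferase activation factor, scaled between plate controls, of at least 2 with compound at 10 µM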
Target sequence (P08659 whole entry, looked up): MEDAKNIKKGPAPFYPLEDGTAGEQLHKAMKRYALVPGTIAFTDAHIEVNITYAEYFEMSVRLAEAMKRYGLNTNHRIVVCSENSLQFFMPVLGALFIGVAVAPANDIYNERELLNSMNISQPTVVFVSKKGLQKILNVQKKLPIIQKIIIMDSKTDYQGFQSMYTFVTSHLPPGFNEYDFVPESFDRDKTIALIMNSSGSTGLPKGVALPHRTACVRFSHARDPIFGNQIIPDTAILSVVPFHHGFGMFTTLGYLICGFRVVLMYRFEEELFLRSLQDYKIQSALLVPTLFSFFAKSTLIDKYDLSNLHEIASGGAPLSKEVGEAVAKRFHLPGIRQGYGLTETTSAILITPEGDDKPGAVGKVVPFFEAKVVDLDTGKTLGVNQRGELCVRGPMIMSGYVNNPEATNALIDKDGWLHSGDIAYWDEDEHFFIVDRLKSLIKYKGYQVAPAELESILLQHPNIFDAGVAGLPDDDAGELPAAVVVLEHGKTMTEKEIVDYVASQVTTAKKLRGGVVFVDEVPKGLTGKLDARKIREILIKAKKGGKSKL
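Material: Luciferase/luciferin reagent mix | Doses: Test compounds dosed from 2 mM stocks in 100% DMSO | Timing: 10 min incubation after luciferase reagent addition, room temperature | Measured by: Luminescence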
* hit, by the source's call; . = no result given.

SMILES	G6PDH counter	PMI act	Diaphorase inh	TNAP act hi DEA	TNAP inh noacc	TNAP inh hiacc	Efa HMGR inh	Diaphorase act	PMI act satM6P	FLuc stim CS
CC(C)CC(=O)NC(=S)NNC(=O)c1ccc(NC(=O)C2CCCCC2)cc1	4	1	5	0.9	-10	9	-7	1	1.1	1
O=C1CCCc2c1nn(-c1ccccc1)[n+]2[O-]	-5	1	8	1	-11	-3	1	0.9	1	1
CCOC(=O)c1cnc(-c2ccccc2)nc1Oc1ccc(C)cc1	5	0.9	-2	1	-4	0	-4	1	0.9	1
Cc1cc(F)ccc1S(=O)(=O)N(C(=O)c1ccncc1)c1ccc(OC(=O)c2ccncc2)cc1	5	0.9	18	1	-3	-2	-3	0.8	0.9	1
Cc1cc(C)cc(N2CN=c3s/c(=C\c4ccco4)c(=O)n3C2)c1	-1	0.9	30	1.1	-10	-6	-6	0.7	0.7	1.1
COc1cccc(C2CN(c3ccc(F)cc3F)N=C2c2cccs2)c1OC (stereo not drawn)	-5	0.9	24	1.1	-35	-14	-3	0.8	0.9	1.1
CCOC(=O)c1c(NC(=O)c2cccs2)sc2c1CCN(C(=O)OCC)C2	1	0.9	6	1	1	-2	-7	0.9	1	1
O=C(COc1ncnc2ccccc12)NCCc1ccc(F)cc1	1	1	10	1	-5	-3	-1	0.9	0.9	1.1
CCc1ccc2c(c1)c1nc(C)sc1n2CC	9	0.7	28	1	-13	-4	-7	0.7	0.4	1
COc1ccc(NC(=O)C2CCN(S(=O)(=O)c3ccc(OC)c(OC)c3)CC2)c(OC)c1	10	0.9	16	1.1	-11	-7	5	0.8	1	1.1
CCOc1ccc(NC(=O)CC2C(=O)N(CC)C(=S)N2CCN2CCOCC2)cc1 (stereo not drawn)	3	1.4	-16	1	-10	-2	7	1.2	1.2	1.1
CCCCOC(=O)C1=C(C)Nc2ncnn2C1c1cc(OC)c(OC)cc1OC (stereo not drawn)	-6	0.9	19	1	-9	-4	-1	0.8	0.8	1

Part of the list above, reformatted.
> CCc1ccc2c(c1)c1nc(C)sc1n2CC
  G6PDH counter = 9; PMI act = 0.7; Diaphorase inh = 28; TNAP act hi DEA = 1; TNAP inh noacc = -13; TNAP inh hiacc = -4; Efa HMGR inh = -7; Diaphorase act = 0.7; PMI act satM6P = 0.4; FLuc stim CS = 1
> COc1ccc(NC(=O)C2CCN(S(=O)(=O)c3ccc(OC)c(OC)c3)CC2)c(OC)c1
  G6PDH counter = 10; PMI act = 0.9; Diaphorase inh = 16; TNAP act hi DEA = 1.1; TNAP inh noacc = -11; TNAP inh hiacc = -7; Efa HMGR inh = 5; Diaphorase act = 0.8; PMI act satM6P = 1; FLuc stim CS = 1.1
> CCOc1ccc(NC(=O)CC2C(=O)N(CC)C(=S)N2CCN2CCOCC2)cc1 (stereo not drawn)
  G6PDH counter = 3; PMI act = 1.4; Diaphorase inh = -16; TNAP act hi DEA = 1; TNAP inh noacc = -10; TNAP inh hiacc = -2; Efa HMGR inh = 7; Diaphorase act = 1.2; PMI act satM6P = 1.2; FLuc stim CS = 1.1
> CCCCOC(=O)C1=C(C)Nc2ncnn2C1c1cc(OC)c(OC)cc1OC (stereo not drawn)
  G6PDH counter = -6; PMI act = 0.9; Diaphorase inh = 19; TNAP act hi DEA = 1; TNAP inh noacc = -9; TNAP inh hiacc = -4; Efa HMGR inh = -1; Diaphorase act = 0.8; PMI act satM6P = 0.8; FLuc stim CS = 1

The results go on.
SMILES	G6PDH counter	PMI act	Diaphorase inh	TNAP act hi DEA	TNAP inh noacc	TNAP inh hiacc	Efa HMGR inh	Diaphorase act	PMI act satM6P	FLuc stim CS
OCC1(CCCc2ccccc2)CCN(Cc2ccc(F)cc2)CC1	13	.	.	1.1	-2	-6	2	.	.	1.1
Cc1nc(N2CCCC2)c2ccsc2n1	3	1	11	1.1	-12	-6	-1	0.9	1	1
O=C(NCc1ccco1)c1ccc(C(F)(F)F)cc1	8	0.9	12	1	-10	1	-1	0.9	0.9	0.9
C/C(=N\NC(=O)c1c(Cl)c(C)nn1C)c1cccc(NC(=O)COc2ccccc2)c1	5	1	-2	1	-11	-4	-1	1	1	1.1
CCOc1ccc(OCc2nnc(SCC(=O)NC3CCS(=O)(=O)C3)n2-c2ccc(Cl)cc2)cc1 (stereo not drawn)	3	1	7	1	-2	0	0	0.9	1	1
O=c1[nH]c2ccc(S(=O)(=O)N3CCCCC3)cc2[nH]c1=O	11	1	4	1	-2	1	-1	1	1	1.1
O=C(COc1ccccc1)Nc1ccccc1N1CCN(c2ccccc2)CC1	-37	0.8	17	1.1	1	-6	-4	0.8	0.9	1.1
Cc1ccc2c(c1)C(c1ccccc1)N(C(=O)c1ccc(S(=O)(=O)N3CCOCC3)cc1)CC(=O)N2 (stereo not drawn)	9	1	-2	1	-8	-3	-4	1	1	1.1
O=C1CSC(c2ccncc2)N1Cc1ccco1 (stereo not drawn)	2	1.1	0	1.1	-2	-6	0	1	1.1	1.1
c1ccc(Cc2nc(-c3ccccn3)no2)cc1	9	1	2	1	-11	-3	2	1	1	0.9
Cn1cnnc1SCc1ccc(C(=O)N/N=C(\CCC(=O)O)c2ccc(C(C)(C)C)cc2)cc1	-1	0.5	33	1	-7	2	-5	0.7	0.5	1
CCN(CC)S(=O)(=O)c1ccc(C(=O)OCC(=O)c2ccc3c(c2)NC(=O)CO3)cc1	4	1	-4	1	-7	1	-1	1	1	1

Results in PMI act satM6P and TNAP inh hiacc, for some of the entries so far:
compound	PMI act satM6P	TNAP inh hiacc
CCOc1ccc(NC(=O)CC2C(=O)N(CC)C(=S)N2CCN2CCOCC2)cc1 (stereo not drawn)	1.2	-2
CCCCOC(=O)C1=C(C)Nc2ncnn2C1c1cc(OC)c(OC)cc1OC (stereo not drawn)	0.8	-4

The listing continues.
SMILES	G6PDH counter	PMI act	Diaphorase inh	TNAP act hi DEA	TNAP inh noacc	TNAP inh hiacc	Efa HMGR inh	Diaphorase act	PMI act satM6P	FLuc stim CS
COc1ccccc1NC(=O)C(Cc1ccc(Cl)cc1)c1nn[nH]n1 (stereo not drawn)	-10	0.9	18	1	-16	-4	1	0.8	1	1.1
CCc1cc2ccc(C)cc2nc1SCC(=O)Nc1c[nH]c(=O)[nH]c1=O	6	1	-1	1	-6	-2	-4	1	1	1
COc1ccc(C2C=C(c3ccc(C)c(C)c3)Nc3ncnn32)c(OC)c1OC (stereo not drawn)	-2	1.2	15	1.1	-7	-5	0	0.8	1.1	1.1
COc1ccc(-n2c(=O)[nH]cc(C(=O)Nc3ccc(NC(C)=O)cc3)c2=O)cc1	11	1	10	1	9	-1	.	0.9	1	1
C=CCc1ccc(OCCOCCOc2cccc3cccnc23)c(OC)c1	-16	0.9	10	1	-4	-1	0	0.9	1	1.1
C#CCNc1c2c(nc3nnnn13)CCCC2	9	1	8	1	-2	2	-2	0.9	0.9	1
CCN(CC)C(=O)c1sc2nc(-c3ccncc3)[nH]c(=O)c2c1C	3	1	13	1	-6	0	-3	0.9	1.1	1
O=C1CSCC(=O)N1c1ccccc1	4	0.9	4	1	-4	-1	1	1	0.9	1
FC(F)Oc1ccc(NC(=S)NCc2ccccc2)cc1Cl	7	0.8	26	1	-2	-1	-9	0.7	0.8	1
CCCc1ccc(-c2csc(NC(=O)Cc3cccs3)n2)cc1	5	1.1	1	1	27	-4	-4	1	1	1.1
Cc1cccc(N2CC3=C(C2=O)C(c2ccccc2)NC(=O)N3C)c1 (stereo not drawn)	7	1	11	1	-6	-1	-5	0.9	1	1.1
O=C(Cc1ccccc1)NCCSCc1ccco1	-2	0.9	8	1	-5	-1	-7	0.9	1	1
COc1cc(-c2nc(-c3ccccc3)c(-c3cccs3)[nH]2)cc(OC)c1O	7	0.7	42	1.1	-7	-6	1	0.6	0.8	1.1
Cc1ccc(NCC(=O)N/N=C/c2ccc(OC(=O)c3ccco3)cc2)cc1	6	0.9	13	1	-6	-2	-5	0.9	0.9	1
Cc1ccc(CNC(=O)C2CC(c3ccccc3[N+](=O)[O-])=NO2)cc1 (stereo not drawn)	3	1	22	1	-9	-5	6	0.8	1	1.1
COc1cc(/C=N/NC(=O)C(Cc2c[nH]c3ccccc23)NC(=O)OCC(C)C)cc([N+](=O)[O-])c1O (stereo not drawn)	-15	1	18	0.9	6	11	-6	0.8	0.9	1.1
CCCCOc1ccc(/C=C/C(=O)OCC(=O)NC(=O)NCC(C)C)cc1OCC	12	1	0	1.1	-4	-6	-5	1	1	1.1
CC(C)(C)c1ccc(OCCC(=O)NC2=NCCS2)cc1	13	1	0	1	4	-5	-4	1	1.1	1
Cc1cccc(OCC(=O)N2CCCc3ccccc32)c1	-3	1	13	1	-6	-3	-1	0.9	1	1
CSc1nnc(-c2sc(-c3ccccc3)nc2C)n1C	12	1	6	1	0	3	-4	0.9	1	1
O=[N+]([O-])c1ccc(-c2cc(-c3ccc(Cl)cc3)n[nH]2)cc1	-2	0.9	22	1.1	-8	-7	4	0.8	1	1
COC(=O)c1cc(Br)ccc1-c1ccc(/C=N/n2nnnc2N)o1	-26	1	13	1	-5	-4	-4	0.9	1	1.1
COc1ccc(CCNC(=O)COc2ccc(-c3ccc(C#N)cc3)cc2)cc1	-16	0.9	7	1	-16	0	1	0.9	1	1
CCCOC(=O)/C(C(N)=NCc1ccccc1)=C(\O)OCCC	2	0.9	11	1	-6	-3	0	0.9	1	1.1
Cc1cc(NC(=O)CN2CCN(c3ccc(O)cc3)CC2)no1	11	0.8	31	1	-3	-2	1	0.7	0.5	1
COc1ccc(N/C=C/C(=O)c2ccc(Oc3ncccn3)cc2)cc1	1	0.9	6	1	-5	4	2	0.9	0.9	0.6
CC(=O)Nc1cccc(OCC(=O)/C=C2\N(C)c3ccccc3C2(C)C)c1	-6	1.1	9	1	-9	3	-3	0.9	1	1
CCn1cc(C(=O)NCc2ccc3c(c2)OCO3)c(=O)c2ccc(C)nc21	2	0.9	13	1	-9	2	.	0.9	0.9	1.1
O=C(O)c1ccc(NS(=O)(=O)c2ccc(Cl)c(Cl)c2)cc1O	2	0.9	14	1.1	-5	-6	-2	0.9	1	1.1
C=CCN(CC=C)S(=O)(=O)c1ccc(C(=O)Nc2nc3c(s2)CCc2ccccc2-3)cc1	8	1	8	1	-2	-1	-1	0.9	0.9	1
CC1CCCCC1NC(=O)c1cc2c(s1)CS(=O)(=O)C2 (stereo not drawn)	6	0.9	12	1	-10	-5	4	0.9	0.9	1.1

Random draw from the library, and some 1.7% of all compounds hit somewhere here.
